MBNL1 CUG block: qHTS Assay for Inhibitors of MBNL1-poly(CUG) RNA binding; Muscleblind-like protein 1 (Homo sapiens), Q9NR56; Potency, µM (highest dose often 57.5 µM), without a hit: at the highest dose activity change, negative = inhibition, most hits filed as inhibitors; AID 2675, 2010; actives 0.036% (n = 280,000); TR-FRET MBNL1-His/biotin-(CUG)12 binding, 665/545 ratio; active = well fitted inhibition curve with a large enough effect in the signal ratio, with a control signal flat, not every such curve was filed as active; inconclusive = small, poorly fitted or top-dose-only effect, or effect the other way, or a change in a side signal; inactive = no such curve, though single readings can be large or run the other way; the % refers to the signal ratio; also: potency is read from the fitted curve at half-maximal effect; % is scaled to controls: 0 for no effect and ±100 for the full control effect
Target sequence (Q9NR56 whole entry, looked up): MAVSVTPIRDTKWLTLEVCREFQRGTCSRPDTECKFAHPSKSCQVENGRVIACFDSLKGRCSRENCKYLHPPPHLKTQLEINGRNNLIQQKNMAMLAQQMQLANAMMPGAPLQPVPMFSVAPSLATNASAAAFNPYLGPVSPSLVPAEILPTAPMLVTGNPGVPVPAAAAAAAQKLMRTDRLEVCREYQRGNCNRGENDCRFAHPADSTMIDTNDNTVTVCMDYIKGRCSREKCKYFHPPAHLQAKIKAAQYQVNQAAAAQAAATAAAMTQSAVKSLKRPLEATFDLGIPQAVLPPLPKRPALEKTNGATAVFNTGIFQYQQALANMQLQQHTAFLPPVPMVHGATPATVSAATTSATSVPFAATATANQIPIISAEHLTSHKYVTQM
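Compounds (final 92 nM to 58 uM) are added to His-tagged MBNL1 and biotin-(CUG)12, then terbium anti-His antibody and streptavidin-XL665 (5 nM final). After 60 min at room temperature, the 665/545 nm ratio is read.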
Mito fusion yeast: qHTS Assay for Small Molecule Inhibitors of Mitochondrial Division or Activators of Mitochondrial Fusion. S. cerevisiae fusion-defective mutant growth rescue, CellTiterGlo 48 h. Potency, µM (titrated, usually from 46.1 µM), for inactives: top-dose growth rescue (activation), most hits filed as activators. actives 0.23% (n = 320,000);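 also: potency is read from the fitted curve at half-maximal effect; % of control where 0% means no effect; nearly all actives have a fitted effect of over 45% in size; temperature-sensitive fusion mutants such as fzo1-1 at 37 °C on non-fermentable ethanol glycerol medium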
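Yeast fusion mutant, YPEG (non-fermentable carbon), compound, 48 h at 37C non-permissive; CellTiterGlo added, 10 min RT, luminescence read. Rescued growth = division inhibition.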
PKM2 act: qHTS Assay for Activators of Human Muscle isoform 2 Pyruvate Kinase | purified PKM2, Kinase-Glo ATP luminescence, activation; response scale: 0% is enzyme alone, no compound | AID 1631, 2009 | Potency, µM (top dose mostly 57.5 µM), inactives show at the highest dose activation, actives largely listed as activators | actives 0.34% (n = 260,000) | Pyruvate kinase PKM (Homo sapiens), P14618; also: potency is read from the fitted curve at half-maximal effect; % is scaled to controls: 0 for no effect and ±100 for the full control effect; nearly all actives have a fitted effect of over 55% in size
Target sequence (P14618 whole entry, looked up, canonical isoform): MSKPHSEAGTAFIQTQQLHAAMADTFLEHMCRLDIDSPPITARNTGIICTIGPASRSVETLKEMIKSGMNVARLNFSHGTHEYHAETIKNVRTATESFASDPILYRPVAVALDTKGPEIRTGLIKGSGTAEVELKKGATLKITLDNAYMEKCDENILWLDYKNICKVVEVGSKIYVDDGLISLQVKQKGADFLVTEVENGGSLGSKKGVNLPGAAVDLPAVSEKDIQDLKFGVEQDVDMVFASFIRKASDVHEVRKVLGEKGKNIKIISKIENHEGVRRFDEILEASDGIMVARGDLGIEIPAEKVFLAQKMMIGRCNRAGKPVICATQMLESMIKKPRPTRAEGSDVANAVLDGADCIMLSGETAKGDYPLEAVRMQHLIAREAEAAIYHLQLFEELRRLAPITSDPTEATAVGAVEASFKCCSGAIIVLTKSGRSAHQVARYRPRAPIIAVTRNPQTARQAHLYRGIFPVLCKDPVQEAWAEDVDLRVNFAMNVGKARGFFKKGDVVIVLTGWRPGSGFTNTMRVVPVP
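ATP formation by purified human PK-M2, quantified via coupled luciferase luminescence after 1 h at room temperature with 0.1 mM ADP and 0.5 mM PEP final.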
RORgamma inh: qHTS for inhibitors of ROR gamma transcriptional activity | Nuclear receptor ROR-gamma (Mus musculus), P51450 | Drosophila S2 Gal4-RORgamma UAS-luciferase reporter, 20 h | Potency, µM (highest dose often 53.6 µM), for the others: top-dose activity change, negative = inhibition, most hits filed as inhibitors | actives 5.4% (n = 310,000); also: potency is read from the fitted curve at half-maximal effect; % is scaled to controls: 0 for no effect and ±100 for the full control effect; nearly all actives have a fitted effect of over 60% in size
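Read-out: Photinus luciferase luminescence; inhibitors lower reporter signal. Insect Schneider cells with Gal4-ROR gamma fusion under metallothionein promoter, UAS reporter; 700 uM final copper sulfate induction, 20 hr, ambient temperature.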
Menin MLL FP TR: qHTS Assay for Inhibitors Targeting the Menin-MLL Interaction in MLL Related Leukemias: Competition With Texas Red Labeled MLL-derived Mutant Peptide; AID 1768, 2009; actives 0.23% (n = 270,000); Menin + Texas Red MLL mutant peptide, fluorescence polarization; Potency, µM (series often up to 61.6 µM), inactives show at the highest dose FP activity change, negative = inhibition, hits mostly inhibitors; O00255; active = well fitted inhibition curve with a large enough effect in the polarisation, with a control signal flat, not every such curve was filed as active; inconclusive = small, poorly fitted or top-dose-only effect, or effect the other way, or a change in a side signal; inactive = no such curve, though single readings can be large or run the other way; the % refers to the polarisation; also: potency is read from the fitted curve at half-maximal effect; % of control where 0% means no effect; many of its hits are not listed in these tables
ELG1 repair inh: qHTS screen for small molecules that inhibit ELG1-dependent DNA repair in human embryonic kidney (HEK293T) cells expressing luciferase-tagged ELG1; HEK293T ELG1-luciferase reporter, luminescence, 16 h; DNA damage induced by 5-fluorouridine; Potency, µM (titrated, usually from 46.1 µM), without a hit: at the top dose activity change, negative = inhibition, usual class: inhibitors; actives 2.3% (n = 330,000); also: potency is read from the fitted curve at half-maximal effect; % is scaled to controls: 0 for no effect and ±100 for the full control effect; nearly all actives have a fitted effect of over 55% in size
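Overnight (16 hr) co-exposure of 2,000 cells/well to 5-fluorouridine and compound at 37 °C preceded detection. Luciferase was quantified via ONE-Glo luminescence; loss of signal denotes inhibition.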
NPC1 promoter act: qHTS Assay for NPC1 Promoter Activators; Huh7 NPC1 promoter luciferase reporter, 24 h; Potency, µM (series often up to 9.22 µM), without a hit: top-dose activation, usual class: activators; actives 2.4% (n = 320,000);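 also: potency is read from the fitted curve at half-maximal effect; % of control where 0% means no effect; nearly all actives have a fitted effect of over 60% in size; reporter is driven by a mutant NPC1 promoter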
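In 1536-well qHTS, Huh7 cells harboring an NPC1 promoter–luciferase construct received compound for 24 h; activation was quantified by luminescence following luciferase reagent addition.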
FLuc counter: qHTS profiling assay for firefly luciferase inhibitor/activator using purifed enzyme and Km concentrations of substrates (counterscreen for miR-21 project); Luciferin 4-monooxygenase (Photinus pyralis), P08659; purified FLuc, Km substrates, luminescence inhibition; Potency, µM (doses to about 57.5 µM), without a hit: top-dose activity change, negative = inhibition, usual class: inhibitors; actives 6.9% (n = 360,000);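 also: potency is read from the fitted curve at half-maximal effect; plate controls were vehicle for no effect and reference inhibitor for full effect; nearly all actives have a fitted effect of over 55% in size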
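Purified P. pyralis luciferase, 10 nM final, with Km-level 10 uM D-luciferin and 10 uM ATP in 50 mM Tris acetate pH 7.5, 10 mM Mg acetate, 0.01% Tween-20, 0.05% BSA; 6-point qHTS titration about 60 µM downward; luminescence read.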
VP16 counter: VP16 counterscreen qHTS for inhibitors of ROR gamma transcriptional activity. Potency, µM (series often up to 53.6 µM), for the others: at the highest dose activity, negative = inhibition, actives largely listed as inhibitors. actives 3.5% (n = 310,000). Drosophila S2 Gal4-VP16 UAS-luciferase, luminescence, 20 h;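 also: Gal4-VP16 expression switched on by copper sulfate through the metallothionein promoter; potency is read from the fitted curve at half-maximal effect; % is scaled to controls: 0 for no effect and ±100 for the full control effect; nearly all actives have a fitted effect of over 50% in size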
Rab9 prom act: qHTS Assay for Rab9 Promoter Activators; Huh7 Rab9 promoter-luciferase reporter, luminescence, 24 h; Potency, µM (top dose mostly 9.22 µM), for the others: top-dose activation, negative = inhibition, hits mostly activators; actives 2.8% (n = 320,000); also: potency is read from the fitted curve at half-maximal effect; % of control where 0% means no effect; nearly all actives have a fitted effect of over 60% in size
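Luciferase signal after 10 min detection reagent at ambient indicates Rab9 promoter upregulation; stably transfected Huh7 cells were treated 24 h with compound in DMSO at 37 °C, 5% CO2.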
KCNH2 3.1 block: qHTS for Inhibitors of KCHN2 3.1: Mutant qHTS | Potassium voltage-gated channel subfamily H member 2, brain isoform KCNH2 3.1 (human) | U2OS KCNH2 3.1, thallium flux FluxOr; stronger effect = lower value | activity change, % (tested at about 1.8 µM) | actives 0.95% (n = 340,000) | AID 720553, 2013;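 active = maximum activity change below -70%; inconclusive = maximum activity change from -70% to -50%; inactive = maximum activity change above -50%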;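 also: thallium influx rate constant from kinetic fluorescence after stimulation buffer; % is scaled to controls: 0 for no effect and ±100 for the full control effect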
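FluxOr-based Tl+ influx in U2OS cells transduced with KCNH2 3.1 virus; rate constants normalized to DMSO controls.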
Active calls of the source: *; ? = inconclusive; . = no result given; [ ] = another dose, or the depositor's remark. Unless noted, calls follow the shape of the dose curve; as a rule, active = well fitted curve in the direction sought with a large enough effect; inconclusive = small, poorly fitted or top-dose-only effect, or another doubt; inactive = no such curve, though single readings can be large; an effect the other way counts as inactive or inconclusive. The list is partial; the hit share may differ from the screen's.

Compound | PKM2 act | Mito fusion yeast | RORgamma inh | Rab9 prom act | NPC1 promoter act | MBNL1 CUG block | KCNH2 3.1 block | FLuc counter | ELG1 repair inh | Menin MLL FP TR | VP16 counter
COc1ccc(C(=O)N/C(=C\c2ccc3c(c2)OCO3)C(=O)NCCc2nc3ccccc3[nH]2)cc1 | -4% | -6% | 32% | -3% | 1% | 14% | -17 | -2% | -7% | -1% | 0%
O=[N+]([O-])c1ccc(N2CCN(CCOc3nonc3-c3ccccc3)CC2)c(Cl)c1 | 3% | -1% | -7% | -9% | -3% | 5% | -31 | 6% | -7% | -7% | -2%
Cc1ccc2c(Cl)cc(Cl)c(OCC(=O)OCC(=O)Nc3ccc(C#N)cc3)c2n1 | 4% | 5% | 2% | 6% | -3% | . | -6 | 2% | 16% | -11% | -16%
CCCCc1ccc(NC(=O)Nc2cnccn2)cc1 | -3% | 5% | ? | 24% | -8% | 0% | 11 | ? | ? | 2% | 1%
Cc1ccc2nc(-c3cccc(N)c3)oc2c1 | 2% | 2% | 9% | 3.5µM* | 0.89µM* | 1% | -2 | 0.21µM* | ? | -8% | 4%
CCOCCCN1CN(Cc2ccccc2)CNC1=S | 3% | -7% | 2.5µM* | -6% | 0% | -24% | -1 | -1% | 7% | -19% | 3.5µM*
O=C(Cc1cn2ccsc2n1)NCCc1ccc(F)cc1 | -5% | 1% | -2% | 5% | 0% | -7% | 4 | 0% | 4% | -4% | 0%
O=[N+]([O-])c1ccc2[nH]c(O)c(N=NC(=S)Nc3cccnc3)c2c1 | 6% | 2% | 0% | -2% | 2% | ? | 4 | 3% | 11% | . | -1%
CCc1ccc(OCC(=O)NCCN(C)C)c(Br)c1 | 0% | -4% | -5% | -1% | -5% | -2% | -7 | 0% | 26% | -2% | -7%
CCCCCCc1cc2cc(S(=O)(=O)c3ccc(C)cc3)c(=O)oc2cc1O | 9% | -14% | ? | -3% | -5% | -20% | 1 | 8% | -12% | ? | ?
CCC(Sc1nc2ncccc2[nH]1)C(=O)NC1CCC(C)CC1 (stereo not given) | 0% | 1% | -3% | -4% | 1% | 0% | 9 | 5% | -5% | ? | -7%
Cc1ccccc1OCC(=O)O/N=C(\N)c1ccncc1 | -4% | ? | 1% | ? | ? | -9% | 5 | ? | ? | -13% | -11%
COc1ccc(C(=O)c2c3ccccc3[n+]([O-])n2CCCN)cc1 | . | -2% | . | 13% | 19% | . | -18 | ? | ? | . | .
CC(=O)c1ccc(OCCCC(=O)OCC(=O)Nc2c(C)nn(-c3ccccc3)c2C)cc1 | . | 0% | . | -1% | -3% | . | 10 | -1% | 10% | . | .
CC(C)=NNC(=O)C1=NNC(=O)C1 | 4% | -1% | 1% | 0% | -2% | -11% | -15 | 6% | -10% | . | -4%
CC1(C)CC(NC(=O)COc2ccc3c4c(c(=O)oc3c2)CCCC4)CC(C)(C)N1 | -2% | -4% | -15% | -2% | 2% | -9% | 10 | -1% | 29% | -7% | -8%
CS(=O)(=O)c1ccc(-c2nnc(NC(=O)C3=COCCO3)o2)cc1 | . | -5% | . | 2% | 0% | . | -19 | -11% | -9% | . | .
CC(C(=O)O)N1CCCCC1 (stereo not given) | -2% | -7% | -6% | 1% | -2% | -10% | -1 | -2% | -4% | . | -11%
CCOC(=O)C/C(C)=N\Nc1ccc([N+](=O)[O-])cc1[N+](=O)[O-] | 10% | 20% | 9% | -9% | -4% | ? | -4 | -3% | 10% | 2% | -13%[10 µM]
COc1ccc(CN2CCN(C(=O)c3cccc4ccccc34)CC2)c(OC)c1OC | -2% | 0% | 9% | 0% | -3% | -4% | 3 | 2% | ? | ? | 6%
CC(C)Cn1c(SCC(=O)N2CCCc3ccccc32)nc2ccccc2c1=O | -4% | ? | 2% | -9% | -8% | -4% | 3 | 3% | ? | . | -4%
Cc1ccc(OCC(=O)N/N=C/c2cn(C)c3ccccc23)cc1 | -6% | 0% | -39% | 11% | 3% | -5% | -4 | 11µM* | 4% | . | -4%
CSc1nsc(SC)c1C(=O)NC(=O)Nc1cccnc1 | -36% | -4% | 1% | 0% | -3% | -14% | -10 | -1% | 5% | . | -1%
COc1cc(/C=C2\CCc3c2nc2ccccc2c3C(=O)O)cc(OC)c1OC | 5% | -1% | 10µM* | 3.5µM* | 2µM* | . | -5 | 0.85µM* | ? | . | ?
O=C(CN1C(=O)NC(Cc2c[nH]c3ccccc23)C1=O)Nc1ccc(Br)cc1F (stereo not given) | . | 2% | . | -7% | 2% | . | -9 | 1% | -3% | . | .
CCOc1ccccc1C(=O)N(C)Cc1cc2cc(OC)ccc2[nH]c1=O | -2% | 2% | 21% | 4% | -4% | -2% | 9 | 4% | -22% | ? | -16%
COc1ccccc1OCC(=O)c1[nH]c(C)c(C(C)=O)c1C | 2% | 5% | ? | -18% | -17% | 6% | -9 | -17% | ? | ? | ?
Cc1cc(C)c(S(=O)(=O)N2CCCC2=O)c(C)c1 | 3% | 1% | 3% | -6% | -4% | -2% | -9 | -12% | -4% | -1% | -23%
COc1ccc(CN2C(=O)C(C)S/C2=N/N=C/c2ccco2)cc1 (stereo not given) | 1% | -1% | 28% | 2.8µM* | 3.2µM* | 1% | 12 | 15µM* | ? | . | 13%
Cn1c(SCC(=O)NCC2CCCO2)nnc1-c1c[nH]c2ccccc12 (stereo not given) | 11% | -4% | -16% | -2% | 0% | ? | 5 | 0% | 11% | -23% | -18%
O=S(=O)(c1cccc(F)c1)N1CCN(C(=S)NCc2ccccc2)CC1 | 8% | -3% | 14% | -3% | -7% | 0% | 4 | 0% | -2% | ? | 6%
O=[N+]([O-])c1ccc(NCCCNS(=O)(=O)c2ccccc2)c(Cl)c1 | 7.9µM* | 23% | 31% | 0% | 3% | . | 3 | 2% | -8% | ? | -2%
COc1ccc(-n2ncc3c2CC(C)(C)CC3NC(=O)CCC2=NNC(=O)CC2)cc1 (stereo not given) | . | 1% | 22% | 0% | 0% | -5% | 1 | 4% | -2% | . | -15%
O=C(CCN1C(=O)c2ccccc2C1=O)N1CCN(Cc2ccccc2)CC1 | 9% | -4% | 10% | 1% | 0% | 7% | 6 | -2% | -4% | -13% | -1%
COc1ccc2[nH]c(C)c(CCN3C(=O)C4CC=CCC4C3=O)c2c1 (stereo not given) | 20% | 3% | -15% | 2% | -2% | -2% | 4 | 1% | 16% | 11%[11.7 µM] | 9%
CCS(=O)(=O)N1CCC(C(=O)NCc2ccc3c(c2)OCO3)CC1 | -8% | 19% | 6% | -1% | -7% | -7% | 2 | -3% | 2% | 5% | -7%

Retrieved one by one from the list above:
Compound | PKM2 act | Mito fusion yeast | RORgamma inh | Rab9 prom act | NPC1 promoter act | MBNL1 CUG block | KCNH2 3.1 block | FLuc counter | ELG1 repair inh | Menin MLL FP TR | VP16 counter
Cn1c(SCC(=O)NCC2CCCO2)nnc1-c1c[nH]c2ccccc12 (stereo not given) | 11% | -4% | -16% | -2% | 0% | ? | 5 | 0% | 11% | -23% | -18%
Cc1cc(C)c(S(=O)(=O)N2CCCC2=O)c(C)c1 | 3% | 1% | 3% | -6% | -4% | -2% | -9 | -12% | -4% | -1% | -23%
COc1ccc(CN2C(=O)C(C)S/C2=N/N=C/c2ccco2)cc1 (stereo not given) | 1% | -1% | 28% | 2.8µM* | 3.2µM* | 1% | 12 | 15µM* | ? | . | 13%
COc1ccccc1OCC(=O)c1[nH]c(C)c(C(C)=O)c1C | 2% | 5% | ? | -18% | -17% | 6% | -9 | -17% | ? | ? | ?

From PubChem
